TSHR antag: antagonists of human thyroid stimulating hormone receptor | TSHR-expressing cells, TSH-stimulated cAMP HTRF, 2 h; stronger effect = lower value | activity change, negative = inhibition, % at 11.5 µM | hit rate 0.2% among 330,000 | P16473 | AID 504810;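 active = activity change below a set negative limit, meaning inhibition stronger than a set level, cut at about -70% in these data; inconclusive = activity change between two set negative limits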; also: % is scaled to controls: 0 for no effect and ±100 for the full control effect
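TSHR-expressing cells, 200/well, pre-treated with compound, then stimulated with EC80 TSH (4nM final) for 2 hours at 37 deg C. cAMP measured by competitive HTRF: anti-cAMP cryptate antibody in lysis buffer plus cAMP-d2, read after 30 minutes at room temperature.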
uPA generation: blocks generation of uPA at the cell surface; cell surface uPA generation assay, qHTS; hit rate 0.31% among 330,000; Potency, µM (doses to about 38.3 µM), inactives show at the highest dose activity change, negative = inhibition, most hits filed as inhibitors; active = well fitted inhibition curve with a large enough effect; inconclusive = small, poorly fitted or top-dose-only effect; inactive = no such curve, though single readings can be large or run the other way; tested in mouse RAW 264.7 cells; also: potency is read from the fitted curve at half-maximal effect; % is scaled to controls: 0 for no effect and ±100 for the full control effect; nearly all actives have a fitted effect of over 55% in size
Eya2 phos inh: Eya2 (human) phosphatase inhibition. O00167. recombinant Eya2, OMFP fluorescence dephosphorylation (OMFP is methylfluorescein phosphate). Potency, µM (series often up to 76.9 µM), for the others: at the top dose activity, negative = inhibition, actives largely listed as inhibitors. hit rate 0.006% among 330,000. AID 488837; also: potency is read from the fitted curve at half-maximal effect; % is scaled to controls: 0 for no effect and ±100 for the full control effect
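Eya2 (0.2 uM) preincubated 10 min at ambient with compound, then OMFP substrate added at 50 uM; 10 min reaction in 50 mM HEPES pH 7.5, 50 mM NaCl, 5 uM MgCl2, 0.05% BSA, 1 mM DTT. Fluorescence read at Ex 485/Em 525 nm.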
ELG1 DNA repair: ELG1-dependent DNA repair inhibition; hit rate 2.3% among 330,000; Potency, µM (doses to about 46.1 µM), for the others: at the highest dose activity change, negative = inhibition, usual class: inhibitors; HEK293T ELG1-luciferase reporter, luminescence, 16 h; DNA damage induced by 5-fluorouridine; also: potency is read from the fitted curve at half-maximal effect; % is scaled to controls: 0 for no effect and ±100 for the full control effect; nearly all actives have a fitted effect of over 55% in size
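HEK293T cells expressing luciferase-tagged ELG1 (2,000/well) received 5-Fluorouridine plus compound or DMSO for 16 hr at 37 °C. Luciferase was read by ONE-Glo luminescence after 30 min at room temperature.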
Tb PFK inh: inhibitors of T. brucei phosphofructokinase; Potency, µM (top dose mostly 57.5 µM), for inactives: top-dose activity, negative = inhibition, hits mostly inhibitors; hit rate 0.17% among 330,000; O15648; T. brucei PFK, ADP-Glo luminescence;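 also: potency is read from the fitted curve at half-maximal effect; 0% = uninhibited 1x PFK enzyme wells and -100% = no-enzyme wells; nearly all actives have a fitted effect of over 60% in size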
Target sequence (O15648 whole entry, looked up): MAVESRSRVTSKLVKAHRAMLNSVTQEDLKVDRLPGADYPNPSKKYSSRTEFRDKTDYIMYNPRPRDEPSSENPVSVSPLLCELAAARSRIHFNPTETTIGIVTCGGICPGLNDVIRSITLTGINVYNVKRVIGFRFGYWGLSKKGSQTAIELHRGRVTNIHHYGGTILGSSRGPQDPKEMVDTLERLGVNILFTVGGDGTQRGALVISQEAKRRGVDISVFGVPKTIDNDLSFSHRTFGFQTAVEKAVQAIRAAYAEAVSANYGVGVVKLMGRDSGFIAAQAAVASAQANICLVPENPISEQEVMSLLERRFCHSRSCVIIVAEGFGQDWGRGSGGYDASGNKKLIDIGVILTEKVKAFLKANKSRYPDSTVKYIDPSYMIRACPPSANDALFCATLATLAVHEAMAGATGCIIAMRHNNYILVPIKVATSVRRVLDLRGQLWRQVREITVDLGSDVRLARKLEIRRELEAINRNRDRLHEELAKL
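Luminescent ADP detection (ADP-Glo, two-step: ATP depletion then ADP-to-ATP conversion for luciferase) reported PFK activity after 45 min room-temperature reaction of 1.25 nM enzyme with 0.5 mM F6P and 0.1 mM ATP at pH 8.0.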
TSG101-PTAP inh: blocks PTAP/TSG101 interaction to inhibit HIV-1 budding; 340,000 tested, under 10 active; Fluorescence polarization, FITC-PTAP peptide / Tsg101 binding; AID 493005; Q99816; Potency, µM (highest dose often 115 µM), inactives show at the highest dose activity change, negative = inhibition, actives largely listed as inhibitors; active = well fitted inhibition curve with a large enough effect in the main read-out, with a control signal flat, not every such curve was filed as active; inconclusive = small, poorly fitted or top-dose-only effect, or effect the other way, or a change in a side signal; inactive = no such curve, though single readings can be large or run the other way; also: potency is read from the fitted curve at half-maximal effect; % of control where 0% means no effect
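Steps: Tsg101 binding domain dispensed (10 uM final), compounds pinned in DMSO, FITC-labeled PTAP-motif peptide added (50 nM final); after 20 min binding at room temperature, polarization measured.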
TCR activator: activates T cell receptor signaling; primary human leukocytes, anti-CD3, IL-2 HTRF, 48 h; Potency, µM (doses to about 9.22 µM), without a hit: at the top dose activation of IL-2 secretion, usual class: activators; 330,000 tested, under 10 active; AID 504894; also: % of control where 0% means no effect
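Primary human leukocytes were stimulated with a-CD3 beads plus compounds for 48 hr without co-stimulation; secreted IL-2 was quantified by HTRF using a-IL-2-K (europium cryptate) and a-IL-2-d2, excited at 320nm with acceptor emission read at 665nm.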
USP2a inh: inhibitors of human ubiquitin-specific protease USP2a; Potency, µM (titrated, usually from 38.3 µM), for inactives: top-dose activity change, negative = inhibition, most hits filed as inhibitors; USP2 core, Ub-CHOP2 coupled fluorogenic reporter, 485/531; hit rate 0.01% among 330,000;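 also: potency is read from the fitted curve at half-maximal effect; plate controls were DMSO wells for no effect and full inhibition by NEM control for full effect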
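USP2 core (10nM final) preincubated 30min RT with compound in 20mM Tris-HCl pH 8.0, 2mM CaCl2, 2mM beta-mercaptoethanol, 0.05% CHAPS; 25nM Ub-CHOP2 plus 25nM reporter substrate added, fluorescence (Ex485/Em531) read after 60min.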
B2AR arrestin: agonists driving beta-arrestin recruitment to human beta2-adrenergic receptor; hit rate 0.02% among 330,000; beta-arrestin recruitment to beta2AR, cell-based reporter; P07550; AID 492947; Potency, µM (doses to about 46.1 µM), for the others: at the top dose activation, usual class: activators;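 also: potency is read from the fitted curve at half-maximal effect; 0% = DMSO controls and full agonism = EC100 isoproterenol or metaproterenol; nearly all actives have a fitted effect of over 65% in size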
Target sequence (P07550 whole entry, looked up): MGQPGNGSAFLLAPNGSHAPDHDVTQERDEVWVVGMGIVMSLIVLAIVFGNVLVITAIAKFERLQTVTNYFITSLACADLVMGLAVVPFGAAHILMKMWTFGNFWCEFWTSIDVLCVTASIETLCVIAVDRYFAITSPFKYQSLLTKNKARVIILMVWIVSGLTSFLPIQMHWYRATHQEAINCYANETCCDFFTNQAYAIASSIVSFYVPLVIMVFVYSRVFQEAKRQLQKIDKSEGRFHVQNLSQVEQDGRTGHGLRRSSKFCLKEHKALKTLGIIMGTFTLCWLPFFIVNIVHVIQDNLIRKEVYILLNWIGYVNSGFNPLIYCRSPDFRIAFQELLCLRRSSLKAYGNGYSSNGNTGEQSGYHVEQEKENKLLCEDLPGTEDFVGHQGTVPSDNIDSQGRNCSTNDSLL
BCR signal inh: inhibitors of chronic active B-cell receptor signaling | ABC-DLBCL IkBa-CBG/CBR reporter, luminescence ratio, 4 h | Potency, µM (top dose mostly 46.1 µM), without a hit: at the top dose ratio change, negative = lower green/red ratio, most hits filed as inhibitors | hit rate 0.05% among 340,000 | AID 493014; active = well fitted inhibition curve with a large enough effect in the signal ratio, with a control signal flat, not every such curve was filed as active; inconclusive = small, poorly fitted or top-dose-only effect, or effect the other way, or a change in a side signal; the % refers to the signal ratio;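 also: potency is read from the fitted curve at half-maximal effect; plate controls were basal doxycycline-induced cells for no effect and cells given 10 µM MG132 for full effect; MG132 reads +100%, hits lower the ratio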
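Concentration-response series (up to 46 uM) were applied to TMD8 dual-reporter cells for 4 h at 37C with doxycycline. Green/red ratio, after filter-overlap correction, defined %Activity; red signal alone was normalised to basal cells and zero luminescence.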
Mito fusion act: mitochondrial division inhibition or fusion activation; S. cerevisiae fusion-defective mutant growth rescue, CellTiterGlo 48 h; Potency, µM (highest dose often 46.1 µM), for the others: at the highest dose growth rescue (activation), actives largely listed as activators; hit rate 0.23% among 320,000; AID 485298;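 also: potency is read from the fitted curve at half-maximal effect; % of control where 0% means no effect; nearly all actives have a fitted effect of over 45% in size; temperature-sensitive fusion mutants such as fzo1-1 at 37 °C on non-fermentable ethanol glycerol medium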
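Compounds are tested for their ability to restore growth of mitochondrial fusion-defective yeast strains at non-permissive 37C in YPEG medium over 48 hours. Viability is quantified by luciferase luminescence.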
* hit, by the source's call; u = inconclusive; x = no result given; [ ] = dose if it differs, or a comment. Unless noted, calls follow the shape of the dose curve; as a rule, active = well fitted curve in the direction sought with a large enough effect; inconclusive = small, poorly fitted or top-dose-only effect, or another doubt; inactive = no such curve, though single readings can be large; an effect the other way counts as inactive or inconclusive.

Start of the data: the first 4 entries as a preview:
SMILES	TSHR antag	uPA generation	Eya2 phos inh	ELG1 DNA repair	Tb PFK inh	TSG101-PTAP inh	TCR activator	USP2a inh	B2AR arrestin	BCR signal inh	Mito fusion act
COc1ccc(CC(=O)NNC(=O)c2c(-c3ccccc3Cl)noc2C)cc1OC	3	0%	-1%	20%	-6%	-1%	1%	2%	-0.3%	0%	5%
COc1ccc(NC(=O)c2cc3ccc(O)cc3o/c2=N\O)cc1	-9	-18%	-4%	u	1%	-2%	10%	0%	-0.8%	x	1%
COc1cc(C(=S)N2CCCCC2)ccc1OCC(=O)Nc1ccc(F)cc1	-15	6%	-4%	3%	-7%	-2%	0%	3%	-0.2%	u	-5%
O=C(COc1cccc(Cl)c1Cl)NC1CC1	-3	-3%	2%	u	u	-4%	x	2%	-1.1%	0%	x

This part in full, repeating the preview:
SMILES	TSHR antag	uPA generation	Eya2 phos inh	ELG1 DNA repair	Tb PFK inh	TSG101-PTAP inh	TCR activator	USP2a inh	B2AR arrestin	BCR signal inh	Mito fusion act
COc1ccc(CC(=O)NNC(=O)c2c(-c3ccccc3Cl)noc2C)cc1OC	3	0%	-1%	20%	-6%	-1%	1%	2%	-0.3%	0%	5%
COc1ccc(NC(=O)c2cc3ccc(O)cc3o/c2=N\O)cc1	-9	-18%	-4%	u	1%	-2%	10%	0%	-0.8%	x	1%
COc1cc(C(=S)N2CCCCC2)ccc1OCC(=O)Nc1ccc(F)cc1	-15	6%	-4%	3%	-7%	-2%	0%	3%	-0.2%	u	-5%
O=C(COc1cccc(Cl)c1Cl)NC1CC1	-3	-3%	2%	u	u	-4%	x	2%	-1.1%	0%	x
O=C(c1cccc([N+](=O)[O-])c1)N1CC2C3C=CC(C3)C2C1 (configuration not stated)	10	-5%	-10%	2%	-2%	1%	-6%	-1%	-0.1%	18%	9%
C[C@H](NC(N)=O)C(=O)Nc1ccc(N2CCOCC2)c(S(=O)(=O)Nc2ccc(Cl)cc2)c1	11	-6%	-6%	2%	u	-4%	-2%	1%	0.0%	0%	2%
CCOC(=O)C1CCN(S(=O)(=O)c2ccc(OC)c(OC)c2)CC1	10	x	-7%	u	-4%	3%	1%	1%	-0.2%	-9%	-3%
CC(=O)Nc1ccc(S(=O)(=O)NCC(=O)OCc2cc(=O)oc3ccc4ccccc4c23)cc1	-7	-14%	0%	0%	0%	-2%	-6%[46.1 µM]	-4%	-0.1%	-1%	0%
Cc1nn(Cc2ccccc2)c2ncccc12	31	6%	6%	14%	-3%	-1%	4%	0%	-0.3%	-7%	2%
Cc1ccc(Nc2ncnc(N)n2)cc1C	25	-5%	6%	u	-3%	2%	3%	3%	0.1%	-8%	8%
CN(C)CCN(C(=O)C1CCN(S(=O)(=O)c2cccs2)CC1)c1nc2ccc(F)cc2s1	0	-1%	-4%	u	0%	-3%	-4%	0%	-0.6%	2%	-1%
Cn1cccc1C(=O)NC(=O)COC(=O)CNC(=O)c1ccc(Cl)cc1Cl	51	2%	-5%	-19%	0%	0%	3%	-1%	-0.2%	u	-3%
Cc1cc(-c2nnc(CCC(=O)N3CCN(Cc4cccc(F)c4)CC3)o2)c(C)o1	5	0%	-4%	-11%	1%	-8%	-2%	-4%	0.2%	u	0%
CC(=O)N1N=C(C)CC1c1ccc(O)cc1 (configuration not stated)	2	2%	-3%	-4%	-1%	-5%	-10%[46.1 µM]	0%	-0.4%	0%	-6%
Cc1ccc(CNC(=O)CCCn2c(=O)c3ccccc3n(CC(=O)NCc3ccco3)c2=O)cc1	0	-2%	-2%	-10%	-1%	1%	7%	0%	0.0%	-2%	-4%
Brc1ccc(/C=N/N2CCN(C3c4ccccc4-c4ccccc43)CC2)s1	-8	-3%	16%	10%	-1%	0%	25%	-1%	-0.1%	2%	1%
CCCN(CCC)CCNC(=O)CN1C(=O)COc2ccc(S(=O)(=O)N3CCOCC3)cc21	10	13%	-7%	6%	-2%	-16%	7%	-3%	-0.2%	-9%	-4%
Nn1c(SCC(=O)N2CCOCC2)nnc1-c1cccnc1	2	-4%	-1%	15%	-2%	u	14%	-1%	-0.2%	-2%	-5%
CN(C)CCNc1nc2sc3c(c2c(=O)n1CCc1ccccc1)CCCCC3	4	u	-4%	15%	-3%	-3%	-3%	0%	0.4%	u	11%
Cc1c(C(=O)NCCN(C)C)oc2ccc(S(=O)(=O)N3CCC4(CC3)OCCO4)cc12	10	x	-8%	15%	-1%	-1%	3%	1%	-0.3%	-1%	-6%
CCOc1ccccc1N(CC(=O)Nc1ccccc1C(=O)NCc1ccco1)S(C)(=O)=O	-2	9%	1%	-12%	-4%	-4%	-17%	0%	-0.1%	u	2%
Cc1cc(C2=NNC(=Nc3ccc(S(=O)(=O)N4CCOCC4)cc3)SC2)c(C)n1CC1CCCO1 (configuration not stated)	9	6%	2%	u	-11%	-1%	-7%	0%	-0.1%	0%	-6%
C=CCn1c(=O)c2c(nc(-n3nc(C)cc3C)n2C)n(C)c1=O	5	-11%	2%	-4%	2%	0%	x	-1%	0.1%	4%	2%
Cc1ccnc(SCCn2c(N3CC(C)OC(C)C3)nc3c2c(=O)n(C)c(=O)n3C)n1 (configuration not stated)	2	7%	2%	-1%	0%	-1%	-1%	-1%	-0.2%	-12%	7%
CCOc1ccc(OCCC(=O)OCC(=O)Nc2ccc3c(c2)OCCO3)cc1	-5	0%	-5%	6%	10%	-1%	7%	1%	-0.1%	3%	-2%

Next records follow.
SMILES	TSHR antag	uPA generation	Eya2 phos inh	ELG1 DNA repair	Tb PFK inh	TSG101-PTAP inh	TCR activator	USP2a inh	B2AR arrestin	BCR signal inh	Mito fusion act
CCOc1ccc(CCNC(=O)Nc2ccccc2C)cc1OCC	-10	-7%	-15%	2%	-2%	2%	-11%	6%	-0.4%	0%	-9%
O=C(CN1CCN(S(=O)(=O)c2ccc(Cl)cc2)CC1)Nc1ccc2c(c1)CCC2	5	-3%	1%	-20%	0%	-3%	-2%[46.1 µM]	0%	-0.8%	2%	u
O=C(Nc1ccc(OCC(F)(F)C(F)F)c(C(F)(F)F)c1)c1ccccc1O	u	-13%	-4%	u	-18%	-5%	4%	-5%	-0.1%	10%	1%
COCCNc1cc(-c2ccccc2)nc2cc(-c3cccc(F)c3)nn12	-10	17%	-7%	18µM*	1%	0%	4%	3%	0.2%	14%	10%
CCCN(C(=O)c1cc(CC)c(C)s1)c1c(N)n(Cc2ccccc2)c(=O)[nH]c1=O	5	3%	9%	-3%	-2%	-8%	1%	2%	-0.2%	5%	-1%
O=S(=O)(Nc1ccc(Br)cn1)c1ccc(Cl)s1	-11	4%	-1%	-4%	0%	-9%	4%	2%	-0.5%	11%	6%
CCN1CCN(c2ncnc3sc(C(=O)Nc4ccccc4F)c(C)c23)CC1	5	-4%	4%	0%	-2%	0%	-5%	-1%	-1.9%	-4%	-3%
CNS(=O)(=O)c1cnccc1N1CCN(c2cccc(C(F)(F)F)c2)CC1	2	-1%	8%	0%	-4%	-3%	6%	1%	-0.1%	-2%	8%
Cc1ccc(S(=O)(=O)c2cc3c(=O)n4cccc(C)c4nc3n(CC3CCCO3)c2=N)cc1C (configuration not stated)	0	-4%	-11%	2%	0%	-4%	-2%	0%	0.5%	-2%	3%
COc1ccc(NC(=O)CCc2nnc3ccc(N4CCC(C)CC4)nn23)cc1OC	-4	10%	2%	-17%	2%	0%	-12%	-1%	-0.3%	-1%	1%
CCc1noc(C)c1C(=O)Nc1nc(-c2ccc(NC(C)=O)cc2)cs1	-2	-2%	5%	u	0%	1%	1%	-2%	-0.1%	-11%	6%
Cc1ccc(S(=O)(=O)NC(C)(C)CSc2nncn2C)cc1	3	-3%	2%	2%	-4%	-2%	-15%	0%	-0.3%	u	3%
